# Screens as filed in PubChem.
# TDP1 cell CPT = qHTS for Inhibitors of human tyrosyl-DNA phosphodiesterase 1 (TDP1): qHTS in cells in presence of CPT; hit rate 12% among 420,000; Potency, µM (top dose mostly 46.2 µM), for the others: top-dose activity change, negative = growth inhibition, actives largely listed as inhibitors; chicken DT40 Tdp1-/-;hTDP1 cells + 20 nM CPT, ATP luminescence, 48 h; further: nearly all actives have a fitted effect of over 55% in size
#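 Chicken DT40 Tdp1-/- cells stably complemented with human TDP1 were seeded at 400 cells/well in medium containing 20 nM camptothecin, exposed to pin-transferred compounds, and grown at 37 °C for at least 48 hr. Viability was read as ATP luminescence.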
# GCN5L2 inh = qHTS Assay for Inhibitors of GCN5L2; Histone acetyltransferase KAT2A (Homo sapiens), Q92830; GCN5L2 HAT assay, ThioGlo1 CoA-SH fluorescence; Potency, µM (doses to about 58.9 µM), for the others: at the top dose activity change, negative = inhibition, usual class: inhibitors; hit rate 0.21% among 390,000; AID 504327, 2011
# Target sequence (Q92830 whole entry, looked up): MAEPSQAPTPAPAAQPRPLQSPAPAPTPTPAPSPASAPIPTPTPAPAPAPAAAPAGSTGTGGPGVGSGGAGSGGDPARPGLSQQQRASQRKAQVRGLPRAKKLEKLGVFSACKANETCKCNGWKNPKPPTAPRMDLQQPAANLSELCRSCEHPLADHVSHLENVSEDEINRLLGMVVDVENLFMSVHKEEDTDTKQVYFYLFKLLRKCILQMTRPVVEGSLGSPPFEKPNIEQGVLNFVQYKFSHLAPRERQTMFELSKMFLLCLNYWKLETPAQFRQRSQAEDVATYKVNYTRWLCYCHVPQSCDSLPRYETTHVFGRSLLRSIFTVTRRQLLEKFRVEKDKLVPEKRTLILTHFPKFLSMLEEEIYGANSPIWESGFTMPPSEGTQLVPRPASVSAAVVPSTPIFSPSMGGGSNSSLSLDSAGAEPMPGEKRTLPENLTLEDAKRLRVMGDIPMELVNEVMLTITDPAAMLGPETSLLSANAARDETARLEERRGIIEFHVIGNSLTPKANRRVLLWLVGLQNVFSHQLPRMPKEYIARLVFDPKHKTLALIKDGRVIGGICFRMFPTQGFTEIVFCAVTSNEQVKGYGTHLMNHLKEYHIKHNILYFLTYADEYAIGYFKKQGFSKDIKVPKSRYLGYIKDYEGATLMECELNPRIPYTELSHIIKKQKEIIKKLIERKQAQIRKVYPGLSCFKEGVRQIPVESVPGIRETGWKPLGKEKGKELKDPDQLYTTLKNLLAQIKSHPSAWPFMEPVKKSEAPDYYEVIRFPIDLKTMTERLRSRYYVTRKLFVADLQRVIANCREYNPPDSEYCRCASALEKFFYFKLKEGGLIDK
#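 GCN5L2 (20nM final) in 50mM HEPES, 0.1mM EDTA pH 7.5, 0.01% Tween-20 was preincubated 15 min at room temperature with compound, then given ThioGlo1 (50uM), H3(1-25) peptide (75uM) and acetyl-CoA (70uM); CoA-thiol fluorescence (Ex340/Em540) was read at 0 and 20 min.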
# FEN1 inhibitor = qHTS Assay for the Inhibitors of Human Flap endonuclease 1 (FEN1) | Recombinant FEN1 flap cleavage, fluorescence, 15 min | Potency, µM (highest dose often 114 µM), without a hit: at the top dose activity change, negative = inhibition, actives largely listed as inhibitors | P39748 | hit rate 0.35% among 390,000; further: nearly all actives have a fitted effect of over 65% in size
#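 Recombinant FEN1 (10 nM) was preincubated with pin-transferred compounds for 15 min at room temperature, then flap DNA substrate (50 nM final) was added. Plates were read at 0 and 15 min, and normalized concentration–response data were fitted to a four-parameter Hill equation.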
# Active calls of the source: *; ? = inconclusive; . = not tested or not shown. The call rests on the fitted dose curve; in most records, active means well fitted curve in the direction sought with a large enough effect; inconclusive means small, poorly fitted or top-dose-only effect, or another doubt; inactive means no such curve, though single readings can be large; an effect the other way counts as inactive or inconclusive. On the % scale 0 is the no-effect control and ±100 the full control effect; potency means the concentration at half of the fitted maximal effect. The list is partial; count on the stated rates, not on these rows.
nr	SMILES	TDP1 cell CPT	GCN5L2 inh	FEN1 inhibitor
1	CC1=C(C)CC(C(=O)Nc2nc(-c3ccc(C)cc3C)c(C)s2)C(C(=O)O)C1 (stereo unspecified)	14%	-8%	-18%
2	CC(=O)Nc1ccc(S(=O)(=O)N2CCN(Cc3csc(C)n3)CC2)cc1	7%	-24%	5%
3	COc1ccc(C(=O)NCCc2cc3c(OC)ccc(OC)c3[nH]c2=O)cc1OC	?	-10%	-13%
4	Cc1cc(C)cc(OCC(=O)OCC(=O)Nc2cc(S(=O)(=O)N3CCOCC3)ccc2C)c1	-5%	-7%	-7%
5	CCN(CC)C1CCN(C(=O)CCc2nnc(CCc3ccccc3)o2)C1 (stereo unspecified)	3%	-13%	-13%
6	CC(C)(C)NC(=O)N1CCCC(C(=O)c2cccc(Cl)c2)C1 (stereo unspecified)	-17%	8%	6%
7	Cc1cccc(NC(=O)c2cc(NC(=O)c3ccccc3)ccc2N2CCCCC2)c1	-12%	-1%	0%
8	COCCNC(=O)C1CCCN(c2nn3c(=O)cc(C)nc3s2)C1 (stereo unspecified)	-6%	0%	6%
9	O=C(OCc1nc(-c2ccccc2Cl)no1)c1ccco1	-3%	-7%	2%
10	O=C(c1ccc(Cl)c(S(=O)(=O)N2CCOCC2)c1)N1CCc2ccccc2C1	?	-3%	0%
11	Cn1nnnc1SCCNCc1ccccc1OCc1ccccc1Cl	?	-12%	11%
12	Cc1nn(C)cc1CNC(=O)CCC(=O)O	-16%	-3%	-1%
13	O=C(COc1ncnc2ccccc12)Nc1ccccc1[N+](=O)[O-]	-5%	-2%	0%
14	O=C(Nc1ccc(Cl)cc1)c1cccs1	-23%	.	13%
15	CCOC(=O)C1CCN(C(=O)Cn2c(=O)cc(C)c3c(C)nn(C)c32)CC1	26µM*	-9%	-1%
16	NC(=O)c1oc2ccccc2c1NC(=O)C1COc2ccccc2O1 (stereo unspecified)	-14%	-10%	-1%
17	COc1ccccc1N1CCN(S(=O)(=O)CCNC(=O)C(c2ccccc2)c2ccccc2)CC1	?	-16%	-10%
18	COc1ccc2nc(C)c(C(N)=O)cc2c1	6%	3%	13%
19	CCCN(CC(=O)Nc1ccc(F)c(F)c1F)CC(=O)Nc1c(Cl)cccc1Cl	10µM*	-1%	-8%
20	COc1ccccc1C(=O)Nc1cc2cc(Cl)ccc2oc1=O	-17%	0%	-7%

# (continued)
nr	SMILES	TDP1 cell CPT	GCN5L2 inh	FEN1 inhibitor
21	CCCCN(CC)Cc1c(O)ccc2c(-c3ccccc3)cc(=O)oc12	?	-4%	-4%
22	COc1ccc2cc(CN(CC3CCCO3)S(=O)(=O)c3ccccc3Cl)c(=O)[nH]c2c1 (stereo unspecified)	?	-1%	-5%
23	CC1CC(=O)Nc2ccccc2N1 (stereo unspecified)	20%	.	10%
24	COc1ccc(NC(=S)N/N=C/c2cccn2Cc2ccc(F)cc2Cl)cc1	23µM*	-11%	3%
25	COc1ccc(NS(=O)(=O)c2ccc(I)cc2)cc1N1CCN(C)CC1	27µM*	?	.
26	CCCCn1c(N)c(N(CC(C)C)C(=O)c2ccc(OC)c(S(=O)(=O)N3CCOCC3)c2)c(=O)[nH]c1=O	2%	.	-16%
27	Cc1ccc(C2C(C(=O)c3cc4ccccc4o3)=C(O)C(=O)N2CCN(C)C)o1 (stereo unspecified)	-14%	.	15%
28	COc1ccc(-c2nc(SCC(=O)Nc3ccccc3)c(-c3ccc(F)cc3)[nH]2)cc1OC	?	-9%	?
29	Clc1ccc2ncc(-c3nnnn3-c3ccccc3)c(-c3ccccc3)c2c1	?	2%	-6%
30	CC(=O)Nc1ccc(NC(=O)COc2ccc(S(=O)(=O)N3CCCC3)cc2C)cc1	-8%	-3%	0%
31	Cc1cc(Nc2cccc([N+](=O)[O-])c2)c2cccc(C)c2n1	?	-7%	-16%
32	Cc1ccc(CCNS(=O)(=O)c2ccc3c(c2)C(C)(C)C(=O)N3C)cc1	?	1%	20%
33	O=C(/C=C/c1ccc(Br)cc1)N1CCN(Cc2ccccc2)CC1	?	.	-23%
34	Cc1ccc(-n2ncc3c(=O)n(CC(=O)N(C)C)cnc32)cc1	-1%	2%	1%
35	COc1ccc(NC(=O)CN(c2ccc([N+](=O)[O-])cc2)S(=O)(=O)c2ccccc2)cc1	?	3%	10%
36	O=C(COc1ccccc1C(=O)Nc1ccccc1)Nc1ccc(-c2ccccc2)cc1	?	.	-7%
37	CCN(CC)S(=O)(=O)c1ccc(S(=O)(=O)N(Cc2ccccn2)Cc2ccco2)cc1	?	-13%	-18%
38	C=CCn1c(SCC(=O)c2ccc(OC)cc2)nnc1-c1ccc2c(c1)OCO2	-11%	-7%	5%
39	Cn1nc(C(F)(F)F)c(CO)c1Sc1ccc(F)cc1	9%	-6%	-2%
40	N#Cc1nc(-c2cccs2)oc1NCCc1ccccc1	-10%	-27%	-15%

# Further entries
nr	SMILES	TDP1 cell CPT	GCN5L2 inh	FEN1 inhibitor
41	Cc1cccc(OCCC(=O)NNC(=O)c2ccoc2C)c1	-20%	0%	21%
42	CCOC(=O)c1c(NC(NC(C)=O)C(Cl)(Cl)Cl)sc2c1CCCC2 (stereo unspecified)	16µM*	2%	?
43	O=C1CSc2ccc(C(=O)NCC(c3ccco3)N3CCCCC3)cc2N1 (stereo unspecified)	-16%	2%	21%
44	CC(=O)[C@H]1[C@H]([C@H](O)[C@H](O)CO)O[C@](O)(C(=O)O)C[C@@H]1O	6%	-1%	6%
45	N#Cc1ccc(-c2csc(NC(=O)c3cc(-c4cccs4)nc4ccccc34)n2)cc1	?	9%	-2%
46	O=[N+]([O-])/C(C(Cl)=C(Cl)Cl)=C(/Sc1ccccc1)N1CCCCC1	?	-4%	-6%
47	O=C(Nc1cccc(F)c1)N1CC[C@@]2(CCCN(C(=O)c3csnn3)C2)C1	13%	0%	.
48	Cc1ccnc2nc(C(=O)OCCOc3ccccc3)nn12	-2%	-4%	2%
49	CCOCc1c(C(=O)N2CCN(CCOc3ccc(Cl)cc3)CC2)oc2ccccc12	?	-12%	-17%
50	CCOC(=O)c1sc(C)c2c1NC(C)(c1cccs1)NC2=O (stereo unspecified)	?	-21%	-2%
51	O=C(CN1CCCCC1)N/N=C/c1cccc(Cl)c1	27%	-5%	17%
52	Cn1c2ccccc2c2cc(/C=N/NC(=O)c3cc(O)cc(O)c3)ccc21	?	-17%	40µM*
53	Cc1cccc(N(CC(=O)NCc2ccccc2)S(C)(=O)=O)c1C	-24%	-4%	2%
54	COc1ccc(-c2cc(CN3C(=O)c4ccccc4C3=O)on2)cc1	-6%	.	-8%
55	CC(C)CCNC(=O)C1CCN(C(=O)N(C)C)CC1	-13%	-9%	11%
56	O=C(N/N=C/c1cccc(OCC(=O)N2CCCC2)c1)C(=O)Nc1ccccc1F	11%	-8%	2%
57	O=C(N/N=C/c1ccccn1)c1cccc(NC(=O)c2ccc(Cl)cc2)c1	?	-1%	7%
58	CCN1CCCC1CNC(=O)C(=O)NC (stereo unspecified)	0%	-4%	-3%
59	COCCCNC(=S)N/N=C/c1ccccc1O	2.6µM*	-6%	12%
60	Cc1ccc(S(=O)(=O)N2CCCC(C(=O)NCC(C)C)C2)cc1 (stereo unspecified)	?	-2%	3%

# Excerpt, compounds 48 to 52
nr	SMILES	TDP1 cell CPT	GCN5L2 inh	FEN1 inhibitor
48	Cc1ccnc2nc(C(=O)OCCOc3ccccc3)nn12	-2%	-4%	2%
49	CCOCc1c(C(=O)N2CCN(CCOc3ccc(Cl)cc3)CC2)oc2ccccc12	?	-12%	-17%
50	CCOC(=O)c1sc(C)c2c1NC(C)(c1cccs1)NC2=O (stereo unspecified)	?	-21%	-2%
51	O=C(CN1CCCCC1)N/N=C/c1cccc(Cl)c1	27%	-5%	17%
52	Cn1c2ccccc2c2cc(/C=N/NC(=O)c3cc(O)cc(O)c3)ccc21	?	-17%	40µM*

# (more compounds)
nr	SMILES	TDP1 cell CPT	GCN5L2 inh	FEN1 inhibitor
61	CN(C)c1ccc(C2=NOC(CN3C(=O)c4ccccc4S3(=O)=O)C2)cc1 (stereo unspecified)	-19%	-8%	9%
62	COc1ccc(CCNC(=O)C2CCN(C(=O)NC3CCCCC3)CC2)cc1	-10%	-1%	13%
63	COc1cccc(NC(=O)[C@H](C)NC(=O)C2CCN(S(=O)(=O)c3ccc(C)cc3)CC2)c1	-1%	1%	0%
64	CCNc1nc(SCC(=O)Nc2ccc(Cl)c(Cl)c2)nc(N(C)C)n1	?	-4%	18%
65	CCOC(=O)CSc1nc(C(C)(C)C)cc(C(F)(F)F)c1C#N	-20%	-5%	15%
66	O=C(NCCOc1ccc(F)cc1)c1ccccc1SCc1ccccc1	-26%	-10%	-10%
67	COc1ccc(S(=O)(=O)N2CCN(c3ccc(C)cc3C)CC2)cc1OC	21µM*	-8%	?
68	C=C1CCN([C@@H](CC(C)C)C(=O)NCc2ccc(Cl)cc2)S(=O)(=O)c2ccccc21	?	.	-21%
69	COc1ccc(Nc2nc3ccccc3nc2-n2nc(C)cc2C)cc1	-23%	-7%	15%
70	CCN(CC)S(=O)(=O)c1cccc(N=Nc2c(O)c3ccccc3oc2=O)c1	?	-6%	-13%
71	O=C(O)c1ccc(CSc2nnc(-c3ccccc3Br)o2)cc1	2%	-2%	-4%
72	COc1ccc(-c2ccccc2)cc1NC(=O)c1ccncc1	2%	.	-2%
73	O=C(O)c1ccc(Nc2ccc(F)c(F)c2)c([N+](=O)[O-])c1	2%	-13%	-6%
74	O=C(Nc1ccccc1)c1nnsc1S(=O)(=O)c1ccc(Cl)cc1	4.6µM*	?	-7%
75	CC1=C(C#N)C(c2ccc3ncccc3c2)C(C#N)=C(C)N1	-16%	-1%	2%
76	O=C(OCC(=O)N1CCCCC1)c1ccc2ccccc2n1	5%	-1%	5%
77	Cc1cc(-c2nnc(SCC(=O)NC3CCCC3)o2)no1	1%	-11%	11%
78	COc1ccc(/C=C2/CCCc3ccccc3C2=O)cc1	5.8µM*	.	-11%
79	CCOC(=O)Cn1c(=O)n(C2CCCCC2)c2nc(-c3c(F)cccc3Cl)nc(C(N)=O)c21	.	-29%	-18%
80	CSCCC(NS(=O)(=O)c1cccc(C(F)(F)F)c1)C(=O)N1CCN(C(=O)c2ccco2)CC1 (stereo unspecified)	-8%	.	-13%

# Other structures follow.
nr	SMILES	TDP1 cell CPT	GCN5L2 inh	FEN1 inhibitor
81	N=C1S/C(=C\c2ccco2)C(=O)N1c1ccc2c(c1)OCO2	?	-3%	-14%
82	O=C(NNC(=S)NC(=O)c1cn(-c2ccccc2)nc1-c1ccccc1)c1ccncc1	15µM*	-8%	2%
83	COc1ccc(NC(=S)N(CCCN2CCCC(C)C2)Cc2cccs2)cc1 (stereo unspecified)	?	0%	-15%
84	COc1cccc(NC(=O)CN(C)C(=O)CCCNC(=O)c2ccc(Cl)cc2)c1	-26%	-7%	3%
85	CCn1ccnc1CN1CCCCC1C(=O)Nc1ccc(Oc2cccnc2)cc1 (stereo unspecified)	?	-8%	5%
86	COc1cnn(-c2ccccc2)c(=O)c1N(C)C	-8%	-12%	-1%
87	O=C1CN(C(=O)c2ccc(Br)o2)C(c2ccccc2)c2cc(Cl)ccc2N1 (stereo unspecified)	15µM*	-15%	-9%
88	CC1CC(C)CN(C(=O)Cc2c(C(=O)O)[nH]c3ccc(Cl)cc23)C1 (stereo unspecified)	-7%	-8%	-1%
89	O=C1CC(c2cccc(F)c2)c2c(n3ncnc3[nH]c2=O)N1 (stereo unspecified)	.	-9%	17%
90	O=C(Cn1nc(Cc2cccnc2)c2ccccc2c1=O)NCC1CCCO1 (stereo unspecified)	?	-6%	2%
91	COc1cc(C2C3=C(CCCC3=O)Nc3ccc4ncccc4c32)ccc1O (stereo unspecified)	6.5µM*	-5%	-3%
92	CCC(C)C(=O)Nc1nnc(SCC(=O)NC2CCCCC2)s1 (stereo unspecified)	-24%	-4%	-2%
93	CCCn1c(SCc2cc(=O)oc3ccc4ccccc4c23)n[nH]c1=O	-12%	-1%	-18%
94	Cc1cccnc1NC(=O)CCCN1C(=O)c2ccccc2C1=O	-6%	-2%	1%
95	COc1ccccc1CN1CC(C(=O)NCCc2ccc(C)o2)CCC1=O (stereo unspecified)	-1%	-7%	1%
96	CCCCCc1c(C)nc(NCc2ccccc2)[nH]c1=O	?	-12%	-16%
97	Cc1ccc(NC(=O)c2ccc(N3CCCC3=O)cc2)cc1S(=O)(=O)N1CCCCC1	-1%	-4%	-8%
98	NC(=NC(=O)c1ccccc1)N1CCOCC1	1%	-8%	-7%

# Gathered by group: the entries above with a tert-butyl group (two)
nr	SMILES	TDP1 cell CPT	GCN5L2 inh	FEN1 inhibitor
6	CC(C)(C)NC(=O)N1CCCC(C(=O)c2cccc(Cl)c2)C1 (stereo unspecified)	-17%	8%	6%
65	CCOC(=O)CSc1nc(C(C)(C)C)cc(C(F)(F)F)c1C#N	-20%	-5%	15%
